CYP2C9 inhib: blocks human cytochrome P450 2C9; P11712; CYP2C9 Supersomes, luciferin-H conversion, luminescence; inhibition, % at 5 µM; 20% of 96,000 active; AID 777;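 active = blocking of liver enzyme CYP2C9 beyond about 50% at 5 µM, limit read from the data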; note: values of inactives mirror those of a sister screen read the other way
Pyk2 oligo antag: antagonists of human Pyk2 oligomerization. Q293 cells, Pyk2 FERM NanoBiT luminescence; hits give low values. AID 1347419. 0.83% of 99,000 active. z-score (the deposit names both 25 µM and 10 µM);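 active = Z-score of -3 or lower, scaled per plate to the spread of control and sample wells; inactive = z-score above -3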;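 note: negative z-score means lost luminescence so less FERM oligomerization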
Target sequence (Q14289 whole entry, looked up): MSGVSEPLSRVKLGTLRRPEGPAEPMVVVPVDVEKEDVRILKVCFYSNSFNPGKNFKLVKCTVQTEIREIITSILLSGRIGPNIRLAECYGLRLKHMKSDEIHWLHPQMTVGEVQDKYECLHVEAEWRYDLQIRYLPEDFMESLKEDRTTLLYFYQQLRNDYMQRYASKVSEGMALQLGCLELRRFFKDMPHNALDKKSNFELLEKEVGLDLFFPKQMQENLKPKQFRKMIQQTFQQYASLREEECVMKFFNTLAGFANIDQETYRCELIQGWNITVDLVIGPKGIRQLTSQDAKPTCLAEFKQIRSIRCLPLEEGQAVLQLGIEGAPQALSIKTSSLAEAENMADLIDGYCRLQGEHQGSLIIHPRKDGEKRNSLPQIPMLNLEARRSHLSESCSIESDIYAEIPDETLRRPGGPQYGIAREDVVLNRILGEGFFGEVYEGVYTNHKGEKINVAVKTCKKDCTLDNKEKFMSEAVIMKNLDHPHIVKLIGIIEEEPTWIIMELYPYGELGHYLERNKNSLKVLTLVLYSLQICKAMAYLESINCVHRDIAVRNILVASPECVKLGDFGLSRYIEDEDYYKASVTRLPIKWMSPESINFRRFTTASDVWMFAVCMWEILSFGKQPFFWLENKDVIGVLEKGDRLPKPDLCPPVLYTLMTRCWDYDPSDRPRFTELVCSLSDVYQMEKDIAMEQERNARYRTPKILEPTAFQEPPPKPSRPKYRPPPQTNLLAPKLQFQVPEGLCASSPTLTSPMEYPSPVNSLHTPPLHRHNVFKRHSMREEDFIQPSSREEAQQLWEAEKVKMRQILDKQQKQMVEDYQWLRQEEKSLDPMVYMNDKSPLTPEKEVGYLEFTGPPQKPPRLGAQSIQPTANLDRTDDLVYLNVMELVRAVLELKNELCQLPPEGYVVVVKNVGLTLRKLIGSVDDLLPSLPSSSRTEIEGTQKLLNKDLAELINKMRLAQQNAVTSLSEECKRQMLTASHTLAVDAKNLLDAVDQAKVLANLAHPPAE
DAT uptake mod: changed human dopamine transporter uptake under cocaine IC80 | Q01959 | LLC-PK1 hDAT cells, [14C]-dopamine uptake with cocaine IC80; actives deviate in either direction | B-score at 10 µM | 1.3% of 110,000 active | AID 449768;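 active = Z score or B-score, a plate-position-corrected score, falls beyond the plate's 99.7% confidence bounds, in either direction; inactive = both scores lie inside the 99.7% bounds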;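 note: scored against the spread of the other compound wells on the same plate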
CYP2C9 act: increases human cytochrome P450 2C9 activity | P11712 | recombinant CYP2C9, luciferin-H conversion, luminescence; hits give high values; factor 1 = untreated enzyme, 0 = blocked | activation factor at 5 µM | 1.4% of 96,000 active;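 active = activation factor of 2 or more for CYP2C9 at a 5 µM dose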;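 note: 0 = sulfaphenazole-blocked wells and 1 = vehicle-only wells; values of inactives mirror those of a sister screen read the other way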
* marks the source's active call; other numbers are inactive results.

Screening COC(=O)C1CCN(C(c2cccs2)c2sc3nc(C)nn3c2O)CC1 (stereo unspecified) returned CYP2C9 inhib -2, DAT uptake mod -0.39 and CYP2C9 act 1.
`CC(=O)Nc1nc(CC(=O)c2ccccc2)cs1` gave CYP2C9 inhib -11, DAT uptake mod -0.33 and CYP2C9 act 1.1.
For COc1ccc(C2CC(c3ccc(OC)cc3)n3nc(N)nc3N2)cc1 (stereo unspecified) the results were CYP2C9 inhib 9, DAT uptake mod 0.15 and CYP2C9 act 0.9.
COc1cc(OC)cc(-n2c3nc4ccccc4nc3c3c(=O)n(CC4CCCO4)cnc32)c1 (stereo unspecified) was read as CYP2C9 inhib 39, DAT uptake mod 0.12 and CYP2C9 act 0.6.
CCCCCn1c(CN2CC(C)OC(C)C2)nc2c1c(=O)n(C)c(=O)n2C (stereo unspecified) was read as CYP2C9 inhib 2, DAT uptake mod -1.1 and CYP2C9 act 1.
`O=C1c2oc3ccc(Cl)cc3c(=O)c2C(c2ccccn2)N1CCCN1CCOCC1` (stereo unspecified) gave CYP2C9 inhib 9, DAT uptake mod -0.76 and CYP2C9 act 0.9.
Screening CCN1C(=O)c2cccc3c(N)ccc1c23 returned CYP2C9 inhib 8, DAT uptake mod -0.11 and CYP2C9 act 0.9.
For CCOc1ccc(-n2nnc3c(=O)n(CC(=O)c4ccccc4)cnc32)cc1 the results were CYP2C9 inhib 15, DAT uptake mod -0.6 and CYP2C9 act 0.8.
Cc1c(C#N)c2ccccc2n1CC(=O)N1CCc2ccccc2C1 was read as CYP2C9 inhib 28, DAT uptake mod 0.17 and CYP2C9 act 0.7.
`Cc1cc(C)nc(N2CCN(c3ncnc4c3cnn4Cc3ccc(Cl)cc3Cl)CC2)n1` gave CYP2C9 inhib 0, DAT uptake mod -0.33 and CYP2C9 act 1.
For CCOC(=O)Cn1c(=O)c2c(nc(Br)n2Cc2ccc(Cl)cc2)n(C)c1=O the results were CYP2C9 inhib 56*, DAT uptake mod -1.3 and CYP2C9 act 0.4.
For CC(C)n1c(SCC(=O)c2ccc3c(c2)OCCO3)nc2c1c(=O)n(C)c(=O)n2C the results were CYP2C9 inhib 26, DAT uptake mod 1.4 and CYP2C9 act 0.7.
For Cc1nc2c(c(=O)n1CCC(C)C)c1nc3ccccc3nc1n2Cc1ccc2c(c1)OCO2 the results were CYP2C9 inhib 58*, DAT uptake mod 0.069 and CYP2C9 act 0.4.
Screening CC(=O)Oc1ccc(N2C(=O)C3C(C2=O)C2(C)C=CC3(C)O2)cc1 (stereo unspecified) returned CYP2C9 inhib -80, DAT uptake mod -0.62 and CYP2C9 act 1.8.
For CCOC(=O)C(CC)n1nc(C)n2c(cc3sccc32)c1=O (stereo unspecified) the results were CYP2C9 inhib 50, DAT uptake mod -1.4 and CYP2C9 act 0.5.

3 compounds drawn at random from the list so far:
Screening COC(=O)C1CCN(C(c2cccs2)c2sc3nc(C)nn3c2O)CC1 (stereo unspecified) returned CYP2C9 inhib -2, DAT uptake mod -0.39 and CYP2C9 act 1.
`Cc1cc(C)nc(N2CCN(c3ncnc4c3cnn4Cc3ccc(Cl)cc3Cl)CC2)n1` gave CYP2C9 inhib 0, DAT uptake mod -0.33 and CYP2C9 act 1.
COc1cc(OC)cc(-n2c3nc4ccccc4nc3c3c(=O)n(CC4CCCO4)cnc32)c1 (stereo unspecified) was read as CYP2C9 inhib 39, DAT uptake mod 0.12 and CYP2C9 act 0.6.

(next part)
Screening Cc1ccc(-c2nnc(CSc3nc(C)nc4sc(C)c(C)c34)o2)cc1 returned CYP2C9 inhib -12, DAT uptake mod -0.49 and CYP2C9 act 1.1.
C=CCn1c(SCc2cc(=O)n3ccsc3n2)nc2sc(C)c(C)c2c1=O was read as CYP2C9 inhib 19, DAT uptake mod -1.2 and CYP2C9 act 0.8.
For CCOc1ccc(NC(=O)CSc2nc3c(c(=O)n2-c2ccccc2OC)SCC3)cc1 the results were CYP2C9 inhib 41, DAT uptake mod 1.8 and CYP2C9 act 0.6.
`Cc1ccc(N2CCN(S(=O)(=O)N(C)C)CC2)c(C)c1` gave CYP2C9 inhib 64*, DAT uptake mod 0.34 and CYP2C9 act 0.4.
CN1CCN(Cc2nc3c(c(=O)[nH]c(=O)n3C)n2Cc2c(F)cccc2Cl)CC1 was read as CYP2C9 inhib -11, DAT uptake mod 0.89 and CYP2C9 act 1.1.
Screening COc1ccc(CC(=O)Nc2cc(C)c3c(=O)oc4ccccc4c3n2)cc1 returned CYP2C9 inhib 12, DAT uptake mod -1.8 and CYP2C9 act 0.9.
`CCSc1nnc(NC(=O)c2cnccn2)s1` gave CYP2C9 inhib -3, DAT uptake mod 0.35 and CYP2C9 act 1.
`Cc1csc2ncc(C(=O)Nc3ccccc3F)c(=O)n12` gave CYP2C9 inhib 27, DAT uptake mod -0.79 and CYP2C9 act 0.7.
Screening COc1ccc(S(=O)(=O)N2CC(C)N(S(=O)(=O)c3ccc(OC)cc3)CC2C)cc1 (stereo unspecified) returned CYP2C9 inhib 0, DAT uptake mod -0.43 and CYP2C9 act 1.
Screening O=C(CSc1nnc(-c2ccccc2F)n1C1CC1)NC(=O)c1cccc([N+](=O)[O-])c1 returned Pyk2 oligo antag -0.06.
CC(C)(C)c1ccc(-c2nnc(SC3CCOC3=O)n2Cc2ccccc2)cc1 (stereo unspecified) was read as Pyk2 oligo antag -0.14.
N#C/C(=C\c1cn(CC(=O)N2CCCCC2)c2ccccc12)C(=O)NCc1ccc2c(c1)OCO2 was read as Pyk2 oligo antag 0.73.
`Cc1ccc(OCC(=O)N/N=C/c2cc([N+](=O)[O-])ccc2N2CCCCC2)cc1` gave Pyk2 oligo antag 0.06.
`COc1cc(C(=O)Nc2ccc(Oc3ncnc4sc(-c5ccccc5)cc34)cc2)cc(OC)c1OC` gave Pyk2 oligo antag -0.06.
For CCc1ccc(NC(=O)c2ccc(Cn3cc([N+](=O)[O-])cn3)cc2)cc1 the results were Pyk2 oligo antag -0.1.
Cc1ccc(NC(=O)CSc2ncc(S(=O)(=O)c3ccccc3)c(=O)[nH]2)cc1C was read as Pyk2 oligo antag 0.52.
Screening COc1ccc(-c2csc(NC(=O)CCCc3cccs3)n2)cc1 returned Pyk2 oligo antag 0.83.
For Cc1c(NC(=O)C2CCCO2)cccc1[N+](=O)[O-] (stereo unspecified) the results were Pyk2 oligo antag 1.1.
`O=C(Nc1ccccc1Br)C(=O)N1CCCC1` gave Pyk2 oligo antag 0.35.
Cc1cccc(C(=O)c2cccc(C)c2)c1 was read as Pyk2 oligo antag 0.43.
`CCCCOP(=O)(c1ccc(N(C)C)cc1)C(Nc1ccccc1)c1ccccc1` (stereo unspecified) gave Pyk2 oligo antag -0.99.
COc1ccc(NC(=O)CN(C)S(=O)(=O)c2cccc3nsnc23)cc1OC was read as Pyk2 oligo antag 0.62.
Cc1ccc(NC(=O)NC(=S)NC(=O)c2ccccc2)cc1 was read as Pyk2 oligo antag -0.51.
`Cc1[nH]n(-c2ccccc2)c(=O)c1/C=N/N1C(=O)c2ccc3c4c(ccc(c24)C1=O)CC3` gave Pyk2 oligo antag -0.59.
Screening CCc1cccc(OCCCCNCCCOC)c1 returned Pyk2 oligo antag 0.23.
CC1(C)Cc2nc3sc4c(=O)n(Cc5ccccc5)cnc4c3cc2CS1 was read as Pyk2 oligo antag 0.07.
`Cc1ccc(-n2nc3c(Cl)nnc(C)c3c2C)cc1` gave Pyk2 oligo antag 1.8.
For Cc1ccc(C)c(NC(=O)C(Sc2ncnc3ccccc23)c2ccccc2)c1 (stereo unspecified) the results were Pyk2 oligo antag -0.56.
For O=C(Nc1cn(-c2ccccc2)nc1-c1ccc(Cl)cc1)c1ccccc1 the results were Pyk2 oligo antag -0.88.
Screening COc1ccc(NC(=S)NCc2ccc(S(N)(=O)=O)cc2)c(OC)c1 returned Pyk2 oligo antag -0.12.
O=C(NN=C1CCCCCC1)NC1CCCCC1 was read as Pyk2 oligo antag 0.
`C/C(=N\NC(=O)CN(c1ccccc1)S(=O)(=O)c1ccccc1[N+](=O)[O-])C(C)(C)C` gave Pyk2 oligo antag 1.3.
`O=C1c2ccccc2C(=O)N1CCCc1c[nH]c2ccccc12` gave Pyk2 oligo antag -0.14.
Screening O=C(NCCc1ccccc1)C1CCN(S(=O)(=O)c2ccc(Br)s2)CC1 returned Pyk2 oligo antag 0.91.
For NC(=O)COC(=O)CC(NC(N)=O)c1ccc(Cl)cc1 (stereo unspecified) the results were Pyk2 oligo antag 0.13.
Screening CCCC(=O)Nc1sc(C)c(-c2ccc(OC)cc2)c1C#N returned Pyk2 oligo antag -0.13.
CC(NC(=O)COC(=O)C1CCN(S(=O)(=O)c2ccccc2C(F)(F)F)CC1)c1ccccc1 (stereo unspecified) was read as Pyk2 oligo antag -0.04.
CN(C)S(=O)(=O)c1cccc(NC(=O)COc2nc3ccccc3nc2N2CCOCC2)c1 was read as Pyk2 oligo antag -0.58.
Screening S=C1NC2(CCCCC2)Cc2ccccc21 returned Pyk2 oligo antag -0.33.
Screening COc1ccc(/C=N/OCC(=O)Nc2nc3ccccc3s2)cc1 returned Pyk2 oligo antag 0.37.
Screening COc1ccc(-n2c3nc4ccccc4nc3c3c(=N)oc(C)nc32)cc1 returned Pyk2 oligo antag -0.96.
`O=C1/C(=C/c2ccco2)CCc2ccccc21` gave Pyk2 oligo antag 0.07.
COc1ccc(Nc2nc(C(F)(F)F)nc(C)c2C#N)cc1 was read as Pyk2 oligo antag -0.22.
For O=C(CSc1nc2ccsc2c(=O)n1Cc1ccc(C(=O)O)cc1)NCC1CCCO1 (stereo unspecified) the results were Pyk2 oligo antag 0.28.
Screening CCCn1c(C)cc(C(=O)CSc2nc3nc(C)cc(C)n3n2)c1C returned Pyk2 oligo antag 1.3.
`CCn1c(/N=C/c2ccccc2NS(=O)(=O)c2ccc(C)cc2)nc2ccccc21` gave Pyk2 oligo antag -0.91.
For CCOC(=O)c1nn(-c2ccccc2)c2nc(-c3ccc(OC)cc3)c(C#N)c(=O)n12 the results were Pyk2 oligo antag -0.42.
O=C1/C(=C/c2cccs2)Sc2ccccc21 was read as Pyk2 oligo antag -0.65.
Screening CCCn1c(O)c(N=NC(=O)c2ccco2)c2ccccc21 returned Pyk2 oligo antag -1.3.
For O=[N+]([O-])c1ccc(N=Cc2ccc(Br)c([N+](=O)[O-])c2)cc1 the results were Pyk2 oligo antag -0.2.
`CCOc1ccc(-n2nc3c(Cl)nnc(C)c3c2C)cc1` gave Pyk2 oligo antag 0.22.
Screening O=C(COCC(=O)N/N=C/c1ccc(F)cc1)N/N=C/c1ccc(F)cc1 returned Pyk2 oligo antag -0.48.
c1cncc(Cc2cc3ccccc3[nH]2)c1 was read as Pyk2 oligo antag 0.16.
For O=C1/C(=C/N(C(=O)c2ccco2)c2ccc(Br)cc2)Sc2ccccc21 the results were Pyk2 oligo antag -1.
`CS(=O)(=O)c1ccc(Cl)c(NC(=O)c2ccc3ccccc3c2)c1` gave Pyk2 oligo antag -0.18.
Screening COc1cccc(C2C3=C(N=c4s/c(=C\c5cccc(O)c5)c(=O)n42)c2ccccc2CC3)c1OC (stereo unspecified) returned Pyk2 oligo antag -2.
For Nc1nc(=S)[nH]c2c1C1(CCCCC1)Cc1ccccc1-2 the results were Pyk2 oligo antag 1.4.
Screening CC(=O)NS(=O)(=O)c1ccc(NC(=O)COc2ccc(C(=O)c3ccccc3)cc2)cc1 returned Pyk2 oligo antag 1.3.
CC(C)Oc1ccc(C(=O)NC2(C(F)(F)F)NC(=O)N(CCCc3ccccc3)C2=O)cc1 (stereo unspecified) was read as Pyk2 oligo antag -1.4.
`CC(=O)C1=C(O)C(=O)N(c2cccc(C(=O)O)c2)C1c1ccccc1F` (stereo unspecified) gave Pyk2 oligo antag 0.25.
O=C(CSC(=S)N1CCOCC1)c1ccccc1 was read as Pyk2 oligo antag 0.14.
`CN=C(Nc1cccc(OC)c1)SC1CC(=O)N(c2ccc(C(=O)O)cc2)C1=O` (stereo unspecified) gave Pyk2 oligo antag 1.2.
For Cc1ccccc1N=Nc1c(C)[nH]n(C(N)=S)c1=O the results were Pyk2 oligo antag -0.5.
For CCC(C)C(Nc1ccc(C(=O)OC)cc1[N+](=O)[O-])C(=O)OC (stereo unspecified) the results were Pyk2 oligo antag -0.82.
For Cn1c(COc2ccc(Cl)cc2)nnc1SCC(=O)Nc1ccc2c(c1)CCC2 the results were Pyk2 oligo antag 0.97.
For CCOC(=O)c1c(NC(C)=O)sc2c(O)c(Br)cc(Br)c12 the results were Pyk2 oligo antag -0.63.
For Cc1cccc(NS(=O)(=O)c2ccc3c(c2)Cc2cc(S(=O)(=O)Nc4cccc(C)c4C)ccc2-3)c1C the results were Pyk2 oligo antag 0.17.
Screening CN(C)S(=O)(=O)c1cccc(NC(=O)COC(=O)C2(c3ccccc3F)CCCC2)c1 returned Pyk2 oligo antag -2.1.
Screening COc1ccccc1/C=N/NC(=O)c1nnn(-c2nonc2N)c1CSC1=NCCS1 returned Pyk2 oligo antag 0.56.
O=C(COC(=O)C1Cc2ccccc2CN1C(=O)c1ccccc1Cl)Nc1ccc(N2CCOCC2)cc1 (stereo unspecified) was read as Pyk2 oligo antag -1.3.

Gathered by group: those above containing a tert-butyl group
CC(C)(C)c1ccc(-c2nnc(SC3CCOC3=O)n2Cc2ccccc2)cc1 (stereo unspecified) was read as Pyk2 oligo antag -0.14.
`C/C(=N\NC(=O)CN(c1ccccc1)S(=O)(=O)c1ccccc1[N+](=O)[O-])C(C)(C)C` gave Pyk2 oligo antag 1.3.

An excerpt, so the mix of outcomes need not match the whole.
